beta cell repl: inducers of beta-cell replication in MIN6 cells. AID 2380. MIN6 cells proliferation, ATPlite luminescence, 48 h; cells starved in 0.2% serum; 100% = growth in 10% serum. 0.29% of 330,000 active. proliferation, % at 10 µM;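 active = compounds whose signal lies at least 3.5 SD above the mean of all wells on their plate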;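 also: 0% = DMSO-treated cells in low-serum medium and 100% = 10% serum control; some compounds called inactive have numbers as strong as hits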
SENP1 inh: SENP1 (human) catalytic domain inhibition; inhibition, % at 10 µM; recombinant SENP1 catalytic domain, CyPet-SUMO1-YPet FRET cleavage; 0.21% of 360,000 active; AID 624204; Q9P0U3;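 active = inhibition at least 30% at 10 µM, raw YFP signal under a set limit, fluorescence ratio 0.5 to 1.5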;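 also: 0% = enzyme with DMSO and 100% = no enzyme wells; some results filed as inactive read as strong as hits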
Target sequence (Q9P0U3 419-644 limits assumed): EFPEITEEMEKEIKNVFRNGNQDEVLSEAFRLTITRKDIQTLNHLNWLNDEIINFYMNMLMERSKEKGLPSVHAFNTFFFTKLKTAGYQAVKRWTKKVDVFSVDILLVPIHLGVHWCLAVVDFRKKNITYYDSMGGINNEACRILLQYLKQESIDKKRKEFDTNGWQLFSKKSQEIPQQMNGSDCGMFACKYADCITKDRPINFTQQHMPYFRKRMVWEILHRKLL
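Assay system – human recombinant His6-tagged SENP1 catalytic domain enzyme · Input – SENP1 enzyme, 20 pM final · Buffer or medium – Tris pH 8 buffer plus EDTA, NaCl, BME, BSA, NP40, catalase · Schedule – 50 min reaction at room temperature · Technique – FRET read of cyan and yellow fluorescence · Control set – no-enzyme wells low, DMSO-plus-enzyme wells high control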
A3A deaminase: blocks human APOBEC3A ssDNA deamination. P31941. recombinant A3A, FAM/TAMRA ssDNA deamination fluorescence. inhibition, % at 20 µM. 0.41% of 330,000 active. AID 493011;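 active = at least 40% inhibition at 20 µM here, with at most 30% in a related deaminase screen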;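 also: plate controls were A3A with DMSO for no effect and wells lacking A3A enzyme for full effect; some results filed as inactive read as strong as hits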
Target sequence (P31941 whole entry, looked up): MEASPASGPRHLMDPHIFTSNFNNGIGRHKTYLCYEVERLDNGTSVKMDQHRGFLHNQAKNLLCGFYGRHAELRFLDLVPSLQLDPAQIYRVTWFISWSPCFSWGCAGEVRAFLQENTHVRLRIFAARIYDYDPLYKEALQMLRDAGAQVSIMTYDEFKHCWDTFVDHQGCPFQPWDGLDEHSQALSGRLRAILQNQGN
NALP3 yeast inh: blocks the NALP3 inflammasome reconstituted in yeast; 0.39% of 330,000 active; AID 2825; Yeast reconstituted NLRP3/ASC/caspase-1, beta-gal luminescence, 24 h; inhibition, % at 10 µM;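 active = inhibition of 50% or more; inactive = inhibition below 50%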;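 also: plate controls were induced DMSO wells for no effect and uninduced yeast grown without galactose for full effect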
A3G deaminase: inhibitors of human APOBEC3G DNA deaminase; 0.28% of 330,000 active; inhibition, % at 20 µM; recombinant A3G, ssDNA deamination FAM/TAMRA fluorescence; Q9HC16;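 active = inhibition of at least 40% at 20 µM, with no more than 30% in the related APOBEC3A deaminase screen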;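 also: plate controls were DMSO wells with A3G for no effect and wells lacking A3G enzyme for full effect; some compounds called inactive have numbers as strong as hits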
mIAP activ: mouse IAP activation. 0.24% of 330,000 active. activation factor at 10 µM. AID 2805. muIAP, CDP-Star luminescence, 30 min; stronger effect = higher value; 1 = vehicle-only enzyme signal, 0 = enzyme-free wells;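 active = activation factor of at least 2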; also: the source names both 10 and 20 µM as test concentration; values of inactives mirror those of a sister screen read the other way
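Assay system: mouse IAP enzyme; reagent: chemiluminescent substrate CDP-Star; dosing: test compounds delivered from DMSO solution; schedule: 30 min at room temperature; measured by: luminescence from enzymatic CDP-Star hydrolysis; controls: DMSO-only wells and no-enzyme negative control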
hIAP act: increases human intestinal alkaline phosphatase activity; P09923; purified human IAP, CDP-Star luminescence, 30 min; stronger effect = higher value; 1 = vehicle-only enzyme, 0 = enzyme-free background; activation factor at 10 µM; 0.16% of 330,000 active; AID 2524;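 active = activation factor of the enzyme at least 2-fold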; also: the source names both 10 and 20 µM as test concentration; values of inactives mirror those of a sister screen read the other way
Target sequence (P09923 whole entry, looked up): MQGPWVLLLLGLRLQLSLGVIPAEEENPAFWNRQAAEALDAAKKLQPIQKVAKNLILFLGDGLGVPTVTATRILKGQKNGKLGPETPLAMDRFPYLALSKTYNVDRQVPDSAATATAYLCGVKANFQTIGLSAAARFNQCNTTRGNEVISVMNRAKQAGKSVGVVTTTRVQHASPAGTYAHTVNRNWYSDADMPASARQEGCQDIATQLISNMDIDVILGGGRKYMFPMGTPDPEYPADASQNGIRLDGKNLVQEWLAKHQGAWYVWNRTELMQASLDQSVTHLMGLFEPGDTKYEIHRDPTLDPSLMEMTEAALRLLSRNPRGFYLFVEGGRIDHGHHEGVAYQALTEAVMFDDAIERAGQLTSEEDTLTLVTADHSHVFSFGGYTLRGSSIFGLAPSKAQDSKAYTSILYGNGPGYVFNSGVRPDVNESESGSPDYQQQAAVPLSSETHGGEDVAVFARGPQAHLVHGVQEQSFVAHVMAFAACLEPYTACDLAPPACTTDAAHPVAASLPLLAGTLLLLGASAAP
mIAP block: blocks mouse intestinal alkaline phosphatase; purified mouse IAP, CDP-Star luminescence, 30 min; inhibition, % at 10 µM; 0.2% of 330,000 active; AID 2806;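 active = inhibition of at least 40% at 10 µM in the primary screen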;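 also: plate controls were DMSO with enzyme for no effect and no enzyme wells for full effect; values of inactives mirror those of a sister screen read the other way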
hIAP block: blocks human intestinal alkaline phosphatase. AID 2544. P09923. 0.12% of 330,000 active. purified IAP, CDP-Star luminescence, 30 min. inhibition, % at 10 µM;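 active = inhibition reaching a set limit with compound at 10 µM in the primary screen, cut at about 35% in these data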;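 also: plate controls were DMSO wells with enzyme for no effect and no-enzyme buffer wells for full effect; values of inactives mirror those of a sister screen read the other way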
* marks the source's active call; other numbers are inactive results; . = no result given. Some of the compounds tested (hit frequency here may not be typical).

Order of results: hIAP block	hIAP act	SENP1 inh	NALP3 yeast inh	mIAP activ	beta cell repl	A3A deaminase	mIAP block	A3G deaminase
> CCOc1nc(-c2ccccc2)c2cc(Br)ccc2n1
 : 6	0.94	0	3	0.95	2	-6	5	-13
> O=C(CN1CCCN(Cc2ccc(F)cc2Cl)C1=O)NC1CCCC1
 : -25	1.2	-1	-5	1	-2	-6	-1	-2
> CCOCCn1c(CC)nc2ccccc21
 : 5	0.95	3	-8	1.1	-2	2	-11	7
> COCCn1c(SCC(=O)Nc2ccccc2C)nc2c(oc3ccccc32)c1=O
 : -10	1.1	3	7	1	0	9	-1	1
> O=C(CNCC(=O)Nc1ccc(F)c(F)c1F)Nc1ccc(F)c(F)c1F
 : -70	1.7	-3	1	1	3	-3	-1	-5
> Cc1ccc(CNC(=O)C2CCN(S(=O)(=O)c3cccc4nonc34)CC2)cc1
 : 6	0.94	7	4	0.97	0	2	3	0
> O=C(Cc1cccc2ccccc12)NCCOc1ccccc1F
 : -16	1.2	-3	14	1.2	2	0	-20	-12
> Cc1cccc2cc(C#N)c(SCC(=O)NNC(=O)Cc3ccccc3)nc12
 : -44	1.4	-2	-5	1	-1	-2	0	-4
> CNC(=O)c1[nH]cnc1C(=O)N[C@@H](Cc1ccccc1)C(=O)OC(C)(C)C
 : -46	1.5	2	10	0.98	-3	0	2	-4
> CC(C)CC(=O)CN1C(=O)C2(OCCO2)c2ccccc21
 : -16	1.2	0	16	0.96	0	-5	4	-6
> CCn1ncc(/C=N/O)c1C
 : -2	1	2	0	1	-1	0	-4	-1
> O=C(CN1C(=O)NC2(CCCCCC2)C1=O)NCc1ccccc1
 : 3	0.97	1	7	1	-3	13	-3	-4
> CC(Sc1nnc(-c2ccc(O)cc2)o1)C(=O)Nc1cccc2ccccc12 (stereo not given)
 : -2	1	-1	4	0.95	-3	-2	5	-2
> O=C1c2ccccc2C(=O)N1CCCCc1cn(C[C@H]2CC[C@@H]([C@@H]3CC[C@H](Cn4cc(CCCCN5C(=O)c6ccccc6C5=O)nn4)O3)O2)nn1
 : 4	0.96	-1	-8	0.89	1	1	11	3
> Cn1c(-c2ccccc2)cnc1N
 : -20	1.2	0	-3	0.89	0	1	11	-3
> Cn1cc(CN2CCC(C(=O)N3CCCC3)CC2)c(-c2ccccc2F)n1
 : 3	0.97	-1	7	1.1	0	4	-10	-6
> COc1ccc(N(C(=O)c2ccco2)S(=O)(=O)c2cccc([N+](=O)[O-])c2)cc1
 : 5	0.95	6	-7	0.89	-1	-2	11	-6
> OCCCN1CCN(CCOc2ccccc2-c2ccccc2)CC1
 : 15	0.85	1	18	0.99	3	-4	1	-4
> CCOC(=O)N1CCN(Cc2nc3cc(NC(C)=O)ccc3n2CC)CC1
 : -8	1.1	-2	-2	1	0	6	-4	-4
> Cc1cc(C)n2[nH]c(=O)c(N=Nc3cccc(C(F)(F)F)c3)c2n1
 : -1	1	2	16	0.95	-3	-21	5	-8
> C/C(NC1CCCC1)=C(/C#N)C(N)=O
 : -9	1.1	2	6	1	-2	-2	0	-2
> CC1=C(n2nnc3ccccc32)C(c2ccccc2)C(C#N)=C(N)O1 (stereo not given)
 : -1	1	-16	20	0.99	1	-4	1	-11
> O=c1ccc2cc([N+](=O)[O-])c(CCO)cc2o1
 : 12	0.88	1	-10	0.94	0	-3	6	-13
> CCN1CCN(c2nc(Nc3cc(OC)ccc3OC)nc(Nc3cc(OC)ccc3OC)n2)CC1
 : 7	0.93	1	37	1	-4	-3	-3	-9
> CCn1c2ccccc2c2cc(/C=N/NC(=O)c3ccncc3)ccc21
 : -24	1.2	0	25	1	6	1	0	-5
> CCCCCCn1cc(C(=O)O)c(=O)c2cc(F)c(N3CCN(C(=O)OCC)CC3)cc21
 : 1	0.99	1	1	1	-2	2	-2	-5
> COc1ccccc1NC(=O)N(CCN(C)C)Cc1cc2cc(C)ccc2[nH]c1=O
 : 4	0.96	-7	-12	0.97	1	-2	3	-3
> COc1cccc2cc(C(=O)OCC(=O)NC3CCCC(C)C3C)c(=O)oc12 (stereo not given)
 : 0	0.99	-7	-1	1	-2	-2	-2	-2
> CCC(C)(C(=O)Nc1ccccc1C)N(C(=O)CNC(C)=O)c1ccc(C)cc1 (stereo not given)
 : -1	1	1	13	0.98	0	-2	2	-5
> CCOC(=O)N1CCN(C(c2ccc(F)cc2)c2sc3nc(C)nn3c2O)CC1 (stereo not given)
 : -8	1.1	2	4	0.96	-5	-4	4	-9
> CCC(=O)Nc1ccc(C(=O)CN2CCC(C)CC2)cc1
 : -2	1	.	-7	0.93	6	-2	7	-6
> CCCCCCn1c(CN2CCN(Cc3ccccc3)CC2)nc2c1c(=O)n(C)c(=O)n2C
 : -7	1.1	-2	2	1	-4	3	-2	-4
> Cc1nn(Cc2n[nH]c(=S)n2Cc2ccccc2)c(C)c1Cl
 : -8	1.1	1	6	1.1	-3	-1	-11	25
> CC1CC(C)CN(CC(=O)NC(c2ccccc2)c2ccccc2)C1 (stereo not given)
 : -13	1.1	3	9	0.95	-5	1	5	-3
> COc1ccccc1CNC(=O)c1ccc(Cl)c(S(=O)(=O)N2CCCC2)c1
 : 5	0.95	3	6	0.85	-1	2	15	-3
> COCCNC(=O)CC(=O)N/N=C/c1ccc(C(=O)OC)cc1
 : -7	1.1	0	9	1	0	-1	-2	-8
> COc1ccccc1C(=O)NCC(=O)OCC(=O)Nc1cccc(S(=O)(=O)N2CCCCCC2)c1
 : -23	1.2	2	10	1.1	-1	9	-5	-1
> CCOc1ccccc1NC(=O)COC(=O)c1c[nH]c2ccccc12
 : 0	0.99	1	-2	1	-2	-2	0	-4
> CC(=O)c1cccc(NC(=O)[C@@H](NC(N)=O)C(C)C)c1
 : -11	1.1	2	12	0.99	1	-6	1	0
> COc1ccc(/C=C(\C#N)C(=O)Nc2ccccn2)cc1
 : 11	0.89	-1	17	0.9	-2	-6	10	-8
> COc1ccc([N+](=O)[O-])cc1NS(=O)(=O)c1cccc(C(=O)O)c1
 : 13	0.87	0	-2	0.97	3	0	3	-8
> CCOC(=O)c1c(C=O)c2sc(C)cc2n1C
 : 19	0.81	-2	34	1.1	5	3	-7	0
> COc1ccc2cc(C(=O)C3CCCN(C(=O)c4cnn(C(C)C)c4)C3)ccc2c1 (stereo not given)
 : -12	1.1	1	21	0.97	2	-5	3	-5
> COc1cc(OC)c2cc(C(=O)N/N=C/c3cccc(OC)c3O)[nH]c2c1
 : -58	1.6	15	9	0.82	-6	-4	18	-1
> Cc1cccc(NC(=O)c2cc(S(=O)(=O)NCc3ccco3)ccc2F)c1C
 : 18	0.82	0	-1	1	-3	2	-3	-4
> C#CCCOC(=O)N1C2=NC(C(=O)OC)=C(C(=O)OC)[C@@H]3N(Cc4ccccc4)c4ccccc4[C@]23C[C@H]1C(=O)OC
 : 0	0.99	1	8	0.97	-5	-5	3	-6
> O=C1OCCN1C(=O)[C@H]1[C@H](c2ccc(Cl)cc2)C(c2ccccc2)=NN1c1ccccc1
 : .	.	-54	.	1.1	.	3	-18	0
> O=C(Nc1nccs1)c1ccc(-c2ccccc2[N+](=O)[O-])o1
 : 5	0.95	-10	-1	0.93	-4	3	7	-5
> Clc1ccc(Sc2oc(/C=N/n3cnnc3)cc2Br)cc1
 : 10	0.9	0	16	0.95	-6	43*	5	25
> CC(=O)N1c2ccc(S(=O)(=O)N3CCCC(C(=O)NCc4ccccc4Cl)C3)cc2CC1C (stereo not given)
 : -15	1.1	0	2	1	2	-3	-4	-7
> CCOC(=O)c1sc(Nc2nc(C)cc(OC)n2)nc1C
 : -34	1.3	0	11	0.89	0	-1	11	-5
> CCOC(=O)c1sc2ncnc(N3CCN(C)CC3)c2c1C
 : -24	1.2	-12	16	1	-1	1	-1	-3
> C=CCn1c2ccccc2c2nnc(SC(CC)C(=O)Nc3nc(C)c(C(=O)OCC)s3)nc21 (stereo not given)
 : 18	0.82	1	-1	0.82	-6	-3	18	-2
> Cc1nc(N2CCOCC2)nc(N2CCCCC2)c1[N+](=O)[O-]
 : -1	1	2	15	0.82	3	2	18	-1
> O=C(c1ccc2c(=O)n(Cc3ccco3)c(=S)[nH]c2c1)N1CCN(Cc2ccccc2)CC1
 : -2	1	2	-1	0.79	-1	-3	21	-5
> COc1ccc(C2CCCN2C(=S)Nc2ccc(C)c(C)c2)cc1OC (stereo not given)
 : 11	0.89	2	4	1.1	2	1	-6	-3
> COc1ccc(CNc2oc(COc3ccc(Cl)cc3)nc2C#N)cc1
 : -11	1.1	-1	22	1.1	-5	-5	-9	-8
> CC(C)c1cc(C(=O)NNC(=S)NCc2ccco2)c(O)c(C(C)C)c1
 : -5	1	2	8	0.91	0	-4	9	-5
> N#Cc1c(NCCCO)nc(-c2ccco2)c2c1CCCC2
 : -2	1	-30	1	1.1	0	-2	-7	-1
> O=C(COC(=O)Cc1ccsc1)NCC12CC3CC(CC(C3)C1)C2
 : -28	1.3	1	0	1	-3	0	-2	-4

(cont.)
Order of results: hIAP block	hIAP act	SENP1 inh	NALP3 yeast inh	mIAP activ	beta cell repl	A3A deaminase	mIAP block	A3G deaminase
> CCN(CC)CCn1c(NS(=O)(=O)c2ccc(C)cc2)nc2ccccc21
 : 0	1	-2	9	0.95	1	2	5	2
> C/C(=N\NC(=S)NC(C)C)c1ccc(Cl)c([N+](=O)[O-])c1
 : 6	0.94	3	4	0.8	-3	0	20	-3
> CNC(=S)Nc1cc(OC)ccc1OC
 : 1	0.99	1	-4	1	-3	-3	-3	-5
> CCOC(=O)Cc1cc(-c2ccc(OC)cc2)nc2ccc3ccccc3c12
 : -7	1.1	1	15	0.98	-3	1	2	-2
> O=C(CSc1nc2ccccc2c(=O)[nH]1)Nc1nc(-c2ccc(Br)cc2)cs1
 : -13	1.1	1	35	0.78	-7	44*	22	20
> Cc1noc(C(=O)NCc2ccco2)c1Cl
 : 2	0.98	-2	16	1.1	-2	2	-14	0
> Cc1ccc(-n2c(-c3ccccc3)nnc2-c2cccs2)cc1
 : -1	1	-1	16	1	-2	-1	-4	-3
> Cc1ccc(S(=O)(=O)CCc2nnc(NC(=O)C3CCCO3)s2)cc1 (stereo not given)
 : -9	1.1	2	9	1	1	-6	-1	-9
> COc1ccc(CCN(C(=O)c2snc(C(N)=O)c2N)C(C(=O)NCC2CCCO2)c2ccc(F)cc2)cc1OC (stereo not given)
 : -9	1.1	-8	24	1	-2	4	-2	-4
> CN(Cc1ccccc1F)c1ncnc2sccc12
 : 12	0.88	-23	-6	0.99	2	-4	1	-7
> COc1ccccc1NC(=O)CCC(=O)N1CC(C)Oc2ccc(C)cc21 (stereo not given)
 : -16	1.2	1	11	1.1	5	1	-5	-2
> CCc1ccccc1NC(=O)CSc1nnc(CNC(=O)c2ccco2)n1C
 : 6	0.94	-2	30	1	-2	-1	-5	-10
> Cc1cc(C)cc(OCC(=O)NCc2cc(C)nc3ccccc23)c1
 : 13	0.87	-1	15	0.97	-2	5	3	1
> CCC(=O)N(c1nnc(SCC(=O)NN2C(=O)NC3(CCCCC3)C2=O)s1)C1CC1
 : -16	1.2	3	2	1.1	-2	-4	-7	-6
